Assay outcomes: PubChem BioAssay, several laboratories
HIF-2a block – HIF-2a inhibition | 786-0 RCC cells HIF-2a reporter, luciferase luminescence, overnight | inhibition, % at 18.8 µM | hit rate 0.72% among 360,000 | AID 624352;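 active = inhibition of the luminescence signal of 40% or more relative to plate controls, in a single-dose primary screen at 18.75 µM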
CaV13 ICDI inh – Primary screen for inhibitors of IQ motif and Ca2+-dependent inactivation inhibitor domain binding in CACNA1D, Förster resonance energy transfer in living cells, …. HEK cells, CFP/YFP FRET ICDI-IQ, plate reader, 10 min; percent FRET-ratio fall versus neutral wells. inhibition, % at 12.3 µM. hit rate 0.098% among 340,000;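 active = mean replicate inhibition of at least 30% and at least 1% of replicates passing that level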;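 note: 0% = median of the neutral control wells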
Vif inh – HIV Vif inhibition; hit rate 0.35% among 340,000; inhibition, % at 7.49 µM; HEK293T cells, Vif self-association by quenched fluorescence, imaging, 24 h; AID 602346; in the data active = inhibition above about 50%, passing the limit was not always enough; note: some results filed as inactive read as strong as hits
CF NFkB inh – cystic fibrosis NF-kB activation inhibition | KKLEB NF-kB-GFP reporter, PAF-induced, GFP fluorescence overnight | inhibition, % at 5 µM | hit rate 0.86% among 360,000 | AID 588850;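 active = at least 50% inhibition at 5 µM, scaled per plate between neutral and stimulator controls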;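 note: PAF is a Pseudomonas aeruginosa culture filtrate used as stimulus; plate controls were PAF-stimulated DMSO wells for no effect and unstimulated DMSO wells for full effect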
NR2E3 ag-1 – activates human photoreceptor nuclear receptor NR2E3; AID 2300; inhibition of corepressor binding, % at 4.78 µM; hit rate 0.12% among 320,000; GST-NR2E3/biotin-RetCOR TR-FRET, 1536-well;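 active = percent inhibition above the cutoff of mean plus 3 SD of all tested compounds, set per screening campaign, cut at about 20% in these data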;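 note: 0% = DMSO wells and 100% = biotin wells as full block of FRET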
Target sequence (Q9Y5X4 whole entry, looked up): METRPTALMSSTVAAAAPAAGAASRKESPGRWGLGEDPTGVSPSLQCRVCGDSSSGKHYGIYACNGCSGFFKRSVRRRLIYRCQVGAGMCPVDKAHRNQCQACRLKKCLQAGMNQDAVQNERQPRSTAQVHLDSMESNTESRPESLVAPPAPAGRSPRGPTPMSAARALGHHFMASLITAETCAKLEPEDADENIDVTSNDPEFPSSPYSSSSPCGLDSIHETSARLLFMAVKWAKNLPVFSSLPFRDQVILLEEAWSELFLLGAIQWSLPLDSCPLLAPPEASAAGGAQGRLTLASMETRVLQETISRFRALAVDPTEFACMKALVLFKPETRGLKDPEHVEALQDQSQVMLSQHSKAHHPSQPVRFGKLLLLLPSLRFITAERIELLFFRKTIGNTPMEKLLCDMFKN
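Material: NR2E3–RetCOR corepressor complex / Amount: 1.35 nM GST-NR2E3 / Medium: Tris pH 7.5 / Compound: single nominal compound dose of 4.8 µM / Incubation: 5 h at 4 °C / Technique: TR-FRET, Eu(K)-anti-GST donor, streptavidin-D2 acceptor, ex 340, em 617/671 nm / Read-out basis: percent loss of FRET ratio relative to control wells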
Peg3 promoter – reduces Peg3 promoter-driven luciferase expression in HeLa; HeLa PEG-Prom luciferase reporter, luminescence, overnight; hit rate 1.7% among 360,000; inhibition, % at 20 µM;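 active = inhibition of at least 50% at 20 µM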
NR2E3 ag-2 – activates human NR2E3 receptor; Q9Y5X4; CHO-S Gal4-NCOR/VP16-NR2E3 two-hybrid, luciferase; inhibition of corepressor binding, % at 3.98 µM; hit rate 0.35% among 360,000; AID 602229;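 active = inhibition above the mean of all tested compounds plus 3 SD, cut at about 70% in these data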;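 note: 0% = DMSO with NR2E3 transfected cells and 100% = cells lacking NR2E3 construct; higher means lower luciferase signal from less NR2E3 corepressor binding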
TRPM1 prom inh – inhibitors of MITF-driven TRPM1 promoter in melanoma cells; SK-MEL-5 TRPM1 promoter luciferase, 24 h; inhibition, % at 12.5 µM; hit rate 0.83% among 330,000;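 active = mean inhibition across replicates of 60% or more, whatever share of single replicates reaches that level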; note: values of inactives mirror those of a sister screen read the other way
Shn3 3UTR inh – Schnurri-3 reporter inhibition in Clone20 osteoblasts | Clone20 osteoblast Shn3 3'UTR firefly luciferase, 24 h | inhibition, % at 12.5 µM | hit rate 0.52% among 360,000 | AID 588674;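 active = mean inhibition of at least 75% with every replicate also reaching 75%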;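 note: 0% = median of neutral control wells and 100% = pilot-screen positive control compound; some compounds past the cut are filed as inactive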
PDI inh – PDI (human) enzyme inhibition | P07237 | PDI insulin aggregation turbidity, A650, 90 min | inhibition, % at 10 µM | hit rate 0.052% among 350,000 | AID 588391;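 active = mean inhibition across replicates of 30% or more, whatever share of single replicates reach that level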;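 note: absorbance from insulin aggregation driven by PDI reduction with DTT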
Target sequence (P07237 whole entry, looked up): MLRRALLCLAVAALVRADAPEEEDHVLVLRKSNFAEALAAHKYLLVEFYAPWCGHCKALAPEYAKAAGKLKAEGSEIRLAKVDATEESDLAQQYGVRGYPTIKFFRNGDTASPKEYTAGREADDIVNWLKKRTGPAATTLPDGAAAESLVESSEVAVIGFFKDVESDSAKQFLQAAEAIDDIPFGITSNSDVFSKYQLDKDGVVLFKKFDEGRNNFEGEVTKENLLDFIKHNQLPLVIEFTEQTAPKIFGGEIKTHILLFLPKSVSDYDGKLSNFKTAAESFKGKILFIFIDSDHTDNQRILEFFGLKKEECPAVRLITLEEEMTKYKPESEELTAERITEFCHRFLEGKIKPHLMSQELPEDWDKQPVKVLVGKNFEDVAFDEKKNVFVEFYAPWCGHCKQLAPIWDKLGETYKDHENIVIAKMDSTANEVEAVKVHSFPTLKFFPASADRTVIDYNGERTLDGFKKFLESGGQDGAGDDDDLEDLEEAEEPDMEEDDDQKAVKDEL
KKLEB cytotox – counter-screen for CF NF-kB inhibitors: cytotoxicity | hit rate 0.36% among 360,000 | KKLEB CF airway cells viability, ATPlite luminescence, overnight; active compounds read low; cells stimulated with P. aeruginosa culture filtrate | activity change (cytotoxicity), % at 5 µM;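 active = corrected activity change at or below -50% at 5 µM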
* marks the source's active call; other numbers are inactive results; . = no result given. Hits appear at their usual frequency. About 3.3% of those tested had a hit in this group.

SMILES	HIF-2a block	CaV13 ICDI inh	Vif inh	CF NFkB inh	NR2E3 ag-1	Peg3 promoter	NR2E3 ag-2	TRPM1 prom inh	Shn3 3UTR inh	PDI inh	KKLEB cytotox
CCCOc1c(OC)cccc1C1CC(=O)Nc2cc3c(cc21)OCCO3 (configuration not stated)	27	-3	6	13	-2	22	-97	9	16	-2	-12
CCOC(=O)c1sc2nc(C(C)C)c3c(c2c1N)CCC3	-52	-3	1	-7	6	-23	-4	-13	0	1	20
Cc1ccc(C)c(CN2CCC(CNC(=O)Nc3ccc(F)c(Cl)c3)CC2)c1	8	-4	.	16	-5	68*	-13	37	15	10	-15
COC(=O)c1c(C)c(C)nc(N)c1C#N	7	.	-4	0	1	10	-15	-2	-12	22	6
CC(=O)N(Cc1ccc(Cl)cc1)c1cnccn1	13	-13	8	-16	1	-8	-33	5	0	-7	1
O=C(CCCCC(=O)Nc1ccccc1)Nc1ccccc1	13	22	0	6	4	3	-8	5	-19	-1	-2
CCCNC(=O)N1CCC(C(=O)c2ccc(F)cc2)CC1	14	-4	5	-4	-3	5	-35	2	3	2	-3
CN(Cc1ccccc1)C(=O)COC(=O)c1cc(Cl)nc(Cl)c1	13	-9	12	11	-3	11	-44	-3	-16	12	-2
Cc1cc(SCC(=O)Nc2ccccc2C)nc(C)n1	14	.	4	14	-5	14	17	12	10	11	1
O=[N+]([O-])c1cccc(S(=O)(=O)NCCCN2CCOCC2)c1	13	-16	-2	-3	3	10	3	6	-5	-3	6
O=C(NCCS(=O)(=O)N1CCc2ccccc2C1)c1ccccc1	1	-2	-15	12	2	0	-18	3	6	-2	3
O=C(Nc1ccccn1)C1CCN(S(=O)(=O)c2ccc3c(c2)OCCO3)CC1	-168	-15	2	-12	2	-125	-52	-43	-66	9	6
O=C(C[C@@H]1C/C=C\C[C@H](NC(=O)OCC2c3ccccc3-c3ccccc32)C(=O)OC[C@H]2CCCN2C1=O)NCCO	-13	.	-1	-5	.	-1	13	-7	4	1	1
COc1cc(/C=C(\C#N)C(=O)N2CCOCC2)cc(Br)c1O	12	-4	38	10	1	10	-9	-5	19	2	1
Cc1ccc(-n2c3c(c(=O)[nH]c2=O)C(NS(=O)(=O)c2ccc(C)cc2)(C(F)(F)F)C(=O)N3)cc1 (configuration not stated)	14	-6	1	0	2	7	2	2	-1	-6	-4
COc1cc(OC)cc(C(=O)Nc2ccc(-c3nc4ccccc4o3)cc2)c1	-52	-6	9	-28	0	36	-32	8	18	4	-2
CC(Oc1ccccc1F)C(=O)NN (configuration not stated)	0	-2	-5	-5	4	6	-3	-4	11	0	7
Cn1c(=O)n(C)c2cc(S(=O)(=O)Nc3ccc(F)cc3)ccc21	21	20	-10	4	0	15	15	11	32	-1	-12
CCN(C(=O)C1CCCO1)c1ccccc1 (configuration not stated)	14	-6	-3	5	1	-5	-16	-1	-132	-2	9
Cc1ccc(-n2nc3ccc(N)cc3n2)cc1Cl	-27	-3	9	-39	5	-243	-110	-15	-4	4	-10
Cc1nnc(NC(=O)CSc2nc(C3CCCCC3)nc3ccccc23)s1	2	-9	0	23	5	2	-5	8	-35	-13	-7
Cc1cc(C)c2c(=O)[nH]c(SCC(=O)c3ccc(C)c(C)c3)nc2n1	6	0	-8	-6	1	7	-6	4	8	4	17
Cc1cc(C)n2ncc(/C(N)=N/OC(=O)c3ccccc3F)c2n1	-238	13	-2	-14	-1	-165	-75	-77	-93	17	4
CCOC(=O)Nc1ccc2c(c1)OCO2	-124	-3	6	-1	-4	-107	-65	-36	-43	15	-11
Cc1ccc(C(=O)NNC(=O)c2ccco2)cc1	-92	-4	.	8	-1	-107	-52	-44	-42	7	9
CCOC(=O)c1ccc(NC(=S)NC(=O)c2cncc(Br)c2)cc1	31	-4	23	-19	-1	10	-37	4	-5	3	10
COc1ccc(NC(=O)c2cccc(NS(=O)(=O)c3ccccc3)c2)cc1	-6	-22	2	0	-5	10	-9	4	-1	2	0
c1ccc(-c2noc(CN3CCc4sccc4C3)n2)cc1	-130	-19	0	-14	3	-69	-46	-4	-4	2	-10
C[C@H](CO)N1C[C@H](C)[C@@H](CN(C)Cc2ccncc2)Oc2c(NS(=O)(=O)c3ccc(F)cc3)cccc2C1=O	-3	-8	-1	-10	.	-2	-11	2	-7	10	18
COc1ccc(C(CNC(=O)c2ccc(S(=O)(=O)N(C)C)cc2)N2CCCCC2)cc1 (configuration not stated)	-1	-6	2	6	0	9	3	-9	5	8	-16

In the list so far, 2 contain bromine.
SMILES	HIF-2a block	CaV13 ICDI inh	Vif inh	CF NFkB inh	NR2E3 ag-1	Peg3 promoter	NR2E3 ag-2	TRPM1 prom inh	Shn3 3UTR inh	PDI inh	KKLEB cytotox
COc1cc(/C=C(\C#N)C(=O)N2CCOCC2)cc(Br)c1O	12	-4	38	10	1	10	-9	-5	19	2	1
CCOC(=O)c1ccc(NC(=S)NC(=O)c2cncc(Br)c2)cc1	31	-4	23	-19	-1	10	-37	4	-5	3	10

(cont.)
SMILES	HIF-2a block	CaV13 ICDI inh	Vif inh	CF NFkB inh	NR2E3 ag-1	Peg3 promoter	NR2E3 ag-2	TRPM1 prom inh	Shn3 3UTR inh	PDI inh	KKLEB cytotox
Cc1cnn(C(=O)Cn2nc(C(F)F)c(Br)c2C)c1	23	-2	1	-8	.	-2	12	-10	-16	11	8
CC/C(=N/Nc1cccc(C)c1)c1cnnc(SC)n1	9	-9	82*	55*	-1	37	-3	-2	9	10	-52*
COc1ccc(NC(=O)CCc2nnc3ccc(N4CCN(c5cccc(OC)c5)CC4)nn23)cc1	-5	-3	-4	-20	2	13	6	-3	6	5	-18
CCn1c(=O)cc(OCC(=O)NCCCN2CCC(C)CC2)c2ccccc21	-18	-5	5	-16	-1	-11	5	1	-7	-2	-9
Cc1ccc(NC(=O)C2CCCO2)c(Br)c1 (configuration not stated)	-81	-19	5	-2	-2	-82	-43	-28	-27	3	-2
Cc1ccccc1C(=O)NCC(=O)OCCOc1ccc(C(C)C)c(C)c1	-48	-6	10	5	5	-31	13	5	-5	-6	2
CC(=O)NCc1ccc(-c2csc(NC(=O)CCc3nc4ccccc4c(=O)[nH]3)n2)s1	8	-7	8	11	.	17	-24	4	-13	3	8
CCN1C[C@@H]2[C@@H]3C(=O)N(Cc4ccccc4)C(=O)[C@@H]3[C@](CC)(C1=O)N2C(=O)c1ccc(Br)cc1	15	-10	-1	15	.	16	-28	3	7	1	3
CCOc1ccc2oc(-c3ccccc3)c(C(=O)N3CCN(C)CC3)c2c1	14	-6	-3	-4	0	20	-6	16	13	5	7
Cc1csc(NC(=O)c2ccc(Cl)nc2)n1	-122	-20	-16	-2	-1	-179	-101	-36	-81	-1	18
C=CCC1c2cccc(C(=O)O)c2C(=O)N1c1ccc(F)cc1 (configuration not stated)	4	-8	1	3	3	-3	3	12	9	-3	0
Cc1ccc(-c2cnc(C(O)c3ccc(C)cc3)[nH]2)cc1 (configuration not stated)	-110	-9	-6	-26	.	-85	-18	.	-12	5	17
CC(=Nc1ccccc1)C1=C(O)C(Cc2cccc(F)c2)NC1=O (configuration not stated)	-95	-6	41	44	.	-173	20	.	-8	-3	-8
COc1ccc(C(=O)CCC(=O)O)cc1	6	0	-3	16	2	-4	9	7	-12	-5	-10
Fc1ccccc1N1CCN(C2CCCN(Cc3ccccc3C(F)(F)F)C2)CC1 (configuration not stated)	18	-6	-5	-3	0	18	-9	12	-2	-13	1
COc1ccc(C(=O)c2c[nH]c(C(=O)NCc3ccco3)c2)cc1	-44	-1	-12	10	-1	-28	-14	-3	6	-6	-5
COc1ccc2[nH]cc(CCNC(=O)c3ccccc3Cl)c2c1	-5	-19	-9	19	4	-6	8	2	-9	-13	-16
COc1ccc(-c2[nH]ncc2-c2cscn2)c(O)c1	4	-6	2	-5	2	11	-21	-7	0	-2	8
C=CCn1c(-c2cccn(Cc3ccc(Cl)cc3Cl)c2=O)n[nH]c1=S	21	-5	-5	-2	1	-1	7	0	26	-5	4
CC(C)(C)N1CC(C(=O)Nc2ccc(C(N)=O)cc2)CC1=O (configuration not stated)	2	-5	13	-39	.	-6	32	.	-18	-5	-2
C=CCNC(=O)CSc1nc2cc(C(=O)OCC)ccc2n1CC	-13	-6	.	-10	-1	9	-6	-2	1	7	1
Cc1ccc(NC(=O)CCS(=O)(=O)c2ccccc2)cc1S(=O)(=O)N1CCCCCC1	13	-6	-8	10	.	14	4	16	0	4	-9
Cc1ccc(NC(=S)N(Cc2ccccc2)Cc2cccs2)c(C)c1	13	-3	-2	-13	-2	-4	-21	2	0	-1	11
COc1ccc(NC(=O)c2c(Nc3ccccc3)sc(C(=O)c3ccc(F)cc3)c2N)cc1	-16	-4	-25	41	6	30	31	53	45	4	-53*
CCCCN(CC)CCNc1c(NC2CCN(C(=O)OCC)CC2)c(=O)c1=O	8	-5	12	14	4	-7	-12	.	-2	-6	0
Cc1cccc(OCCC(=O)Nc2ccccc2C(N)=O)c1	-52	-4	6	4	0	-38	-26	-1	-17	-10	4
C[C@H]1CN([C@@H](C)CO)C(=O)Cc2cc(NC(=O)Cc3ccccc3)ccc2O[C@H]1CN(C)S(=O)(=O)c1cccs1	15	-11	-7	-17	.	-17	-2	14	8	-1	28
CCCCCCCCCCCC(=O)N1CC(=O)NC(=O)C1	-2	-5	.	-2	0	2	-4	-3	-19	2	-10
CCSc1ccccc1C(=O)Nc1nncs1	3	-19	.	6	2	-65	0	4	14	-5	-7
Cc1ccccc1OCC(O)Cn1c(NCc2ccco2)nc2c1c(=O)n(C)c(=O)n2C (configuration not stated)	-2	-8	3	9	2	44	-17	-6	77	-2	13
O=[N+]([O-])c1cc([N+](=O)[O-])c(Oc2ccc(F)cc2F)cc1NN1CCCCC1	15	-3	6	30	0	-3	8	0	3	3	-7
CCOc1ccc(C2C(C#N)=C(C)NC3=C2C(=O)c2ccccc23)cc1 (configuration not stated)	-19	-6	0	-46	-10	8	-12	5	11	-2	4
OC[C@@H]1CN(Cc2ccc(F)cc2)C[C@H](n2cnc3c(NCc4ccc(F)cc4)ncnc32)O1	15	-10	27	-47	.	7	13	.	17	7	17
Cc1onc(-c2ccccc2)c1C(=O)NCCc1ccc(S(N)(=O)=O)cc1	-22	-5	7	-1	0	-17	-14	-4	3	6	0
O=C1c2cnccc2CN1Cc1ccccc1	9	-5	.	16	4	12	-6	3	-10	3	0
O=C(O)c1ccccc1CSc1ccccn1	15	-4	.	-36	-2	3	23	-7	0	-7	-10
CCN(CC)CC(=O)Nc1ccc(-c2ccc(NC(=O)CN(CC)CC)c(OC)c2)cc1OC	13	5	0	6	-3	5	-8	3	2	10	-1
CN(C)/C=N/C(=S)Nc1cc(Cl)cc(Cl)c1	8	-1	33	-5	0	22	-18	15	1	-2	-5
CCOC(=O)N1CCN=C1SCc1ccc(Cl)c(Cl)c1	9	6	0	-5	-3	6	22	2	-12	5	4
